Screens as filed in PubChem.
p53 reactivator: re-activators of mutant p53. 0.063% of 320,000 active. H1299 p53-A138V BP100-luciferase reporter, luminescence, 24 h. AID 504706. Potency, µM (series often up to 92.2 µM), without a hit: at the highest dose activity change, positive = activation, usual class: activators; further: potency means the concentration at half of the fitted maximal effect; % of control where 0% means no effect; nearly all actives have a fitted effect of over 45% in size
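H1299 (p53-null), stable ts p53-A138V + BP100-Luc; 1000 cells/well, Opti-MEM/10% FBS; cpd 4 pt, 1:5; 24 h, 37 deg C, 5% CO2; detection reagent 10 min RT; luminescence.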
RORg inh: blocks mouse ROR gamma transcriptional activity. Drosophila S2 Gal4-RORgamma UAS-luciferase reporter, 20 h. P51450. Potency, µM (top dose mostly 53.6 µM), without a hit: at the highest dose activity change, negative = inhibition, usual class: inhibitors. 5.4% of 310,000 active; further: potency means the concentration at half of the fitted maximal effect; on the % scale 0 is the no-effect control and ±100 the full control effect; nearly all actives have a fitted effect of over 60% in size
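ROR gamma transcriptional activity was tracked as Gal4-UAS luciferase output in stably transfected Drosophila Schneider cells, with compound added 1 hr before 700 uM copper sulfate induction and a 20 hr ambient-temperature incubation.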
FLuc counter: firefly luciferase modulation, counter-screen for miR-21 project; P08659; purified FLuc, Km substrates, luminescence inhibition; 6.9% of 360,000 active; Potency, µM (titrated, usually from 57.5 µM), for the others: at the top dose activity change, negative = inhibition, hits mostly inhibitors;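 further: potency means the concentration at half of the fitted maximal effect; plate controls were vehicle for no effect and reference inhibitor for full effect; nearly all actives have a fitted effect of over 55% in size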
Target sequence (P08659 whole entry, looked up): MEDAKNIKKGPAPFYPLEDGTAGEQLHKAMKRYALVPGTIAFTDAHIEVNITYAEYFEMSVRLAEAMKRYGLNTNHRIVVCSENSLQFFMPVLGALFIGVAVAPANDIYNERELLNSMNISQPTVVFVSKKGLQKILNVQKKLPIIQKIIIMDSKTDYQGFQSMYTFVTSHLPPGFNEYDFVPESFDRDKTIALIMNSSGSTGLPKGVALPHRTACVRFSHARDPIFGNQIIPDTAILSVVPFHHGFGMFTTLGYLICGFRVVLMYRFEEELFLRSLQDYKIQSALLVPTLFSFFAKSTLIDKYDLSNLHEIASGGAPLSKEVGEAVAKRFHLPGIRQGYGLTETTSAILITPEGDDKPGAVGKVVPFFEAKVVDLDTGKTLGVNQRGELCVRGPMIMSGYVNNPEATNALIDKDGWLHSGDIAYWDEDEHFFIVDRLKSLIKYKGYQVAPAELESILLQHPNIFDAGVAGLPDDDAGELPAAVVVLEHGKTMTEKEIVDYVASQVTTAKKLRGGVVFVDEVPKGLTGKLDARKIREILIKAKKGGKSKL
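Biochemical qHTS of compounds, final roughly 60 µM downward over six points, against 10 nM purified firefly luciferase using Km concentrations of substrates (10 uM D-luciferin, 10 uM ATP) in Tris acetate pH 7.5 buffer; luminescence output.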
NPC1 promoter act: NPC1 promoter activation; Potency, µM (highest dose often 9.22 µM), inactives show at the highest dose activation, usual class: activators; 2.4% of 320,000 active; Huh7 NPC1 promoter luciferase reporter, 24 h;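 further: potency means the concentration at half of the fitted maximal effect; % of control where 0% means no effect; nearly all actives have a fitted effect of over 60% in size; reporter is driven by a mutant NPC1 promoter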
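Compounds in DMSO were transferred onto Huh7 NPC1-luciferase reporter cells pre-incubated 2 h; after 24 h at 37 °C, Amplite reagent was dispensed and luminescence recorded 10 min later.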
ELG1 genotoxic: inducers of genotoxicity in HEK293T ELG1-luciferase cells; HEK293T ELG1-luciferase reporter, luminescence, 16 h; Potency, µM (doses to about 46 µM), for inactives: at the top dose activity change, positive = activation, most hits filed as activators; 1.3% of 330,000 active; AID 504466; further: potency means the concentration at half of the fitted maximal effect; % of control where 0% means no effect; nearly all actives have a fitted effect of over 60% in size
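HEK293T cells expressing luciferase-tagged ELG1 were treated with compound or DMSO for 16 hr at 37°C. Luciferase activity was then read after 30 min with ONE-Glo at room temperature; rising signal flags genetic stress.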
Giardia kill: kills Giardia lamblia; Giardia lamblia trophozoite viability; 0.15% of 340,000 active; AID 540267; activity change, % at 7.66 µM, hits read low; in the data active means activity change below about -80%; inconclusive means between about -30% and that limit;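 further: parasites exposed to compound for two days anaerobically before the ATP read; on the % scale 0 is the no-effect control and ±100 the full control effect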
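Luminescence from cellular ATP indicates surviving trophozoites (100 cells/well) following 48 hrs anaerobic compound treatment at 37 deg C; signal develops 15-30 min at room temperature.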
PKM2 activator: PKM2 (human) enzyme activation. P14618. purified PKM2, Kinase-Glo ATP luminescence, activation; response scale: 0% is enzyme alone, no compound. Potency, µM (series often up to 57.5 µM), inactives show at the top dose activation, actives largely listed as activators. 0.34% of 260,000 active; further: potency means the concentration at half of the fitted maximal effect; on the % scale 0 is the no-effect control and ±100 the full control effect; nearly all actives have a fitted effect of over 55% in size
Target sequence (P14618 whole entry, looked up): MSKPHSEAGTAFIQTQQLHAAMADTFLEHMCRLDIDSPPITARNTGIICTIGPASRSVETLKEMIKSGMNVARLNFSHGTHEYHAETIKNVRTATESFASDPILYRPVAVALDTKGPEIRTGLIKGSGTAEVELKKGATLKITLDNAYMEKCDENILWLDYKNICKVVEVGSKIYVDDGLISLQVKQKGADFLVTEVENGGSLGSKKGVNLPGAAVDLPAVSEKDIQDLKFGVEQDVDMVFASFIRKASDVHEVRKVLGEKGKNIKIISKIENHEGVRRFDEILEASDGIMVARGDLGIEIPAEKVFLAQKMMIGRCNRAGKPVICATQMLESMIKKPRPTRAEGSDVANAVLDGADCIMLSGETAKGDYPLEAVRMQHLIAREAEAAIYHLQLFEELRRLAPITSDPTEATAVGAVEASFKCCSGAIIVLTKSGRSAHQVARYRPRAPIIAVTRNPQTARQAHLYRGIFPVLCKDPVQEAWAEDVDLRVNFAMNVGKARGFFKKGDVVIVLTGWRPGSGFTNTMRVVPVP
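hPK-M2, >95% pure; 0.1 mM ADP / 0.5 mM PEP final; imidazole pH7.2 buffer w/ 7 mM MgCl2, 50 mM KCl; 1 h RT; Kinase-Glo lum. Intermediate enzyme activity for dual inhibitor/activator qHTS.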
BRCA1 expr act: increases BRCA1 expression; Potency, µM (highest dose often 46.1 µM), for inactives: top-dose activation, most hits filed as activators; 1.1% of 380,000 active; MCF7-BRCA1-FFLuc reporter, luminescence, 48 h; response scale: scaled: vehicle 0%, 10 µM genistein 100%; further: potency means the concentration at half of the fitted maximal effect; nearly all actives have a fitted effect of over 80% in size; some results filed as inactive show a strong effect at the top dose
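First, MCF7-BRCA1-FFLuc cells (2000/well) attach for 2 h; next, compounds are pin-added and incubated 48 h at 37 °C; finally, luciferase reagent is added and luminescence read after 15 min.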
Gal4-VP16 FLuc: inhibits Gal4-VP16 luciferase reporter, ROR gamma counter-screen; Drosophila S2 Gal4-VP16 UAS-luciferase, luminescence, 20 h; Potency, µM (doses to about 53.6 µM), for the others: top-dose activity, negative = inhibition, actives largely listed as inhibitors; 3.5% of 310,000 active;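 further: Gal4-VP16 expression switched on by copper sulfate through the metallothionein promoter; potency means the concentration at half of the fitted maximal effect; on the % scale 0 is the no-effect control and ±100 the full control effect; nearly all actives have a fitted effect of over 50% in size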
Menin-MLL TR inh: inhibitors of human menin-MLL interaction, mutant MLL peptide. O00255. Menin + Texas Red MLL mutant peptide, fluorescence polarization. Potency, µM (titrated, usually from 61.6 µM), without a hit: top-dose FP activity change, negative = inhibition, actives largely listed as inhibitors. 0.23% of 270,000 active. AID 1768; active means well fitted inhibition curve with a large enough effect in the polarisation, with a control signal flat, not every such curve was filed as active; inconclusive means small, poorly fitted or top-dose-only effect, or effect the other way, or a change in a side signal; inactive means no such curve, though single readings can be large or run the other way; the % refers to the polarisation; further: potency means the concentration at half of the fitted maximal effect; % of control where 0% means no effect; many of its hits are not listed in these tables
Rab9 promoter act: Rab9 promoter activation | 2.8% of 320,000 active | Potency, µM (top dose mostly 9.22 µM), for the others: at the top dose activation, negative = inhibition, most hits filed as activators | Huh7 Rab9 promoter-luciferase reporter, luminescence, 24 h | AID 485297; further: potency means the concentration at half of the fitted maximal effect; % of control where 0% means no effect; nearly all actives have a fitted effect of over 60% in size
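Huh7 cells stably carrying a Rab9 promoter-luciferase reporter, 1500 cells per well in OP-MEM I with 10% FBS, treated with compound 24 hours at 37C. Luciferase activity read by luminescence after 10 minutes with Amplite reagent.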
Numbers without * were called inactive; ? = inconclusive; / = no result given; & = joins results of further samples; [ ] = remark or other dose. Unless noted, the call rests on the fitted dose curve; in most records, active means well fitted curve in the direction sought with a large enough effect; inconclusive means small, poorly fitted or top-dose-only effect, or another doubt; inactive means no such curve, though single readings can be large; an effect the other way counts as inactive or inconclusive. A portion of the library. The share of hits here may be higher or lower than overall.

Structure | BRCA1 expr act | p53 reactivator | Rab9 promoter act | FLuc counter | ELG1 genotoxic | Giardia kill | PKM2 activator | Gal4-VP16 FLuc | Menin-MLL TR inh | RORg inh | NPC1 promoter act
O=C(NCc1ccccc1)c1ccc(NC2=NC3CS(=O)(=O)CC3S2)cc1 (configuration not stated) | 32% | 1% | 0% | -1% | -4% | 12 | 1% | -3% | 6% | -9% | -2%
Cc1cc(Nc2nc3ccccc3nc2Cl)n(-c2ccc([N+](=O)[O-])cc2)n1 | -96%[inhibitor] | 4% | -6% | -2% | -12% | -17 | -5% | -5% | 10% | 5% | -6%
COc1ccc(CN2CCN(C(=O)CC(C)C)CC2)cc1OC | -20% | -1% | 1% | -1% | -3% | -2 | 2% | -2% | ? | 27% | -4%
CCCCOP(=O)(c1ccc(N(C)C)cc1)C(O)c1ccncc1 (configuration not stated) | 2% | 1% | 1% | 1% | -2% | 2 | ? | 14% | 0% | 1% | 1%
CN(C)C(=O)C(Sc1ccc(S(=O)(=O)N2CCCC2)cn1)c1ccccc1 (configuration not stated) | -1% | -1% | 3% | / | -1% | -19 | / | / | / | / | 1%
CNC(=S)N1N=C(c2ccccc2)CC1c1ccc(OC)c(OC)c1 (configuration not stated) | -4% | ? | 3% | 2% | 2% | 9 | 1% | 2% | -11% | -26% | 0%
CCOc1ccc(NC(=O)c2cccc3c2C(=O)N(CC2CCCO2)C3)cc1 (configuration not stated) | 38% | 7% | 14% | 8.5µM* | 1% | 18 | -1% | -2% | 10% | -32% | 1%
COc1cc(C2C(C#N)=C(N)Oc3cc(C)n(CCc4ccccc4)c(=O)c32)cc2c1OCO2 (configuration not stated) | 1% | 3% | -6% | 6% | 9% | 0 | 14% | 1% | 15% | 22% | -3%
CCCCSc1nnc(-c2ccc(NC(=O)CCc3ccccc3)cc2)n1C | -14%&25% | 3% | -9% | 3% | 0% | -10 | -2% | -7% | 1% | -4% | -3%
CC(=O)N1CCN(C(=O)C(Cc2ccccc2)NC(=O)c2ccccc2)CC1 (configuration not stated) | 4% | -3% | -4% | 3% | 1% | -9 | / | / | / | / | -3%
CC(=O)c1c(C(C)=O)c(C)n(Cc2ccccc2)c1C | -31% | 2% | 0% | 1%[2.3 µM] | -6% | -3 | 4% | -4% | 9% | 7% | 0%
CCN(CC)CCCNS(=O)(=O)c1ccc(OC)cc1 | 5% | -4% | -2% | 2% | 7% | 26 | 4% | 5% | -15% | 0% | -2%
NC(=O)Nc1ccc(C(=O)OCC(=O)NCc2ccc3c(c2)OCO3)cc1 | 5% | 3% | 0% | -6% | 0% | -13 | / | / | / | / | 0%
COc1cc2c(cc1OC)C(C(=O)NCc1ccco1)C1c3ccccc3CCN1C2=O (configuration not stated) | -7% | 6% | -8% | 1% | 1% | 9 | 1% | 0% | -24% | -5% | 1%
CCOC(=O)c1ccc(NC(=O)Nn2cnnc2)cc1 | 0% | 0% | 15% | -3% | 10% | -18 | -1% | -2% | 3% | -2% | 5%
CCc1n[n+](CC(=O)c2ccccc2)c(N)s1 | -49% | 0% | 0.5µM* | 2.4µM* | ? | -24 | -36% | 2.2µM* | -26% | 2.8µM* | 0.32µM*
CC(C)Cc1nc2sc3c(=O)[nH]cnc3c2c2c1CCCC2 | 6% | 2% | 0% | 1% | 8% | 6 | 1% | 13% | -8% | 2% | -4%
CCCCCN1C(=O)Cn2c(nc3ccccc3c2=O)C1C (configuration not stated) | -2% | -2% | 0% | -2% | -3% | -18 | 6% | -2% | 1% | ? | 0%
CC(=O)NC1(C(F)(F)F)C(=O)N(Cc2ccccc2)C2=C1C(=O)CC(C)(C)C2 (configuration not stated) | 4%[1.84 µM] | -2% | 5% | 1% | 0% | -4 | 1% | -1% | 8% | -2% | -3%
O=C(c1cc(=O)c2ccccc2o1)N1CCN(c2cccc(Cl)c2)CC1 | -19% | -8% | -3% | -4% | -2% | 13 | / | -9% | 5% | 14% | 0%
CCc1cc(C(=O)OCC(=O)N2CCC(c3ccccc3)=N2)sc1C | 29% | -1% | 5% | 3% | 0% | -5 | 0% | 7% | / | -7% | -2%
CN(C)CCNC(=O)c1cc(Sc2ccc(F)cc2)nc2ccccc12 | / | -4% | 1% | -2% | -14% | / | 1% | -4% | 0% | 3% | -3%
Cn1c(=O)n(C)c2cc(/C=C3/SC(=O)N(CC(=O)N4CCOCC4)C3=O)ccc21 | -47% | -8% | -4% | -23% | ? | 3 | 1% | -6% | -11% | -9% | -1%
O=c1c(Cl)c(N/N=C/c2ccc(Br)cc2)cnn1-c1ccccc1 | -69% | 3% | 25% | -5% | -3% | -12 | 5% | -1% | 1% | ? | ?
CCOC(=O)CCNc1n[nH]c(=O)[nH]c1=O | -9% | 7% | -5% | 4% | -2% | -16 | 0% | 2% | 12% | -27% | -5%

Next entries follow:
Structure | BRCA1 expr act | p53 reactivator | Rab9 promoter act | FLuc counter | ELG1 genotoxic | Giardia kill | PKM2 activator | Gal4-VP16 FLuc | Menin-MLL TR inh | RORg inh | NPC1 promoter act
Cc1cc(C)nc(/N=c2/ssnc2Cl)c1 | -64% | 1% | 13% | -1% | -8% | -11 | -29% | ? | -22% | 20µM* | 1%
COc1ccc(OC)c(NC(=O)c2cc(S(=O)(=O)N3CCCCC3)c[nH]2)c1 | -12% | 8% | -1% | 1% | 0% | 16 | 2% | -1% | -23% | -10% | -1%
O=C(OCC(=O)N1CCOCC1)c1ccc2ccccc2c1O | 3.2µM* | ? | 4µM* | 17µM* | ? | 2 | / | / | / | / | 3.2µM*
O=C(NCc1ccccc1)c1c[nH]c2ccc(F)cc2c1=O | 0% | / | -4% | -2% | -9% | -19 | -2%[11.5 µM] | 1% | 1% | ? | -1%
Cc1ccc(CNC(=O)C2CC(c3cccc([N+](=O)[O-])c3)=NO2)cc1 (configuration not stated) | 22% | -22% | 3% | -11% | -3% | -19 | -2% | 5% | -6% | 43% | 0%
COc1ccccc1C(=O)n1nc(-c2ccco2)nc1SC | 5% | 1% | -2% | -3% | 10% | 3 | -2% | -9%[10 µM] | 1% | -19% | -1%
COc1ccc(/C=N/NC(=O)OC(C)(C)C)cc1OC | 4% | 6% | 2% | ? | 10% | 7 | 0% | -5% | -11% | -29% | 0%
Cc1cc(/C=C(\C#N)c2nc3ccccc3[nH]2)c(C)n1C | ? | ? | 2.2µM* | 0.95µM* | ? | -21 | 9% | -29% | 0% | -34% | 3.5µM*
CCCCOc1ccc(C2(C)NC(=O)NC2=O)cc1 (configuration not stated) | 9% | / | 8% | -1% | 0% | 13 | -2% | 18% | -1% | 2% | 6%
CCOc1ccc(CCNC(=O)c2sc3nc4n(c(=O)c3c2C)CCC4)cc1OCC | -4% | -8% | 4% | 2% | -4% | 7 | 0% | -2% | / | 18% | -3%
Cc1ccc(NC2=NCCCCC2)cc1 | 1% | 1% | -3% | 0% | 0% | 14 | 1% | -6% | 0% | 3% | 5%
CCc1ccc(C2=NN(CCC(=O)NCC3CCCO3)C(=O)CC2)cc1 (configuration not stated) | 2% | -1% | -1% | 2% | 0% | -5 | / | -5% | / | -6% | -3%
C=CCC(C=C)S(=O)(=O)c1ccc(C)cc1 (configuration not stated) | 11% | 0% | -3% | 3% | 3% | 21 | -1% | -6% | -4% | 0% | 0%
Cc1ccc(-c2nnc(N3CCCCC3)c3ccccc23)cc1 | -10% | -6% | -2% | ? | -2% | -3 | 0% | 0% | / | 1% | -3%
Cc1ccc(NC(=O)C2CC(O)CN2C(=O)OCc2ccccc2)c(C)c1 (configuration not stated) | -8% | -3% | -2% | 1% | -2% | -20 | -2% | 9% | 8% | -5% | 1%
C=CCc1ccc(OCCCCN2CC(C)OC(C)C2)c(OC)c1 (configuration not stated) | -13% | 3% | 9% | -3% | -1% | 12 | -17% | -9% | -17% | 2% | 1%
Cc1ccsc1C(=O)NNC(=O)COc1ccccc1Cl | 39% | 3% | 0% | ? | 10% | -3 | / | / | / | / | -1%
CCCN(CC(=O)Nc1cc(C)on1)S(=O)(=O)c1cccc(C(F)(F)F)c1 | -1% | -2% | 7% | -2% | -5% | 4 | 0% | -2% | 8% | 9% | -7%
CC1=Nc2ccccc2NC(=O)C1Sc1nnc(C)s1 (configuration not stated) | -16% | 9% | 1% | 0% | 0% | 17 | -8% | -3% | -14% | -32% | -1%
